XiGFP reactiv – X-chromosome reactivation activator | XiGFP mouse fibroblasts, % GFP-positive cells imaging, 3 d; cells co-treated with 5-aza-dC sensitizer; scaled so ellipticine positive control = 100% | activation, % at 7.58 µM | 0.055% of 360,000 active;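 active = mean normalized replicate activation at least 10% and every replicate at or above 10%; inconclusive = only one of the two criteria met; inactive = mean below 10% and not all replicates reach 10%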;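 also: 0% = median of on-plate neutral control wells and 100% = ellipticine 6 µM median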
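System: SV40-immortalized XiGFP fibroblast cells, line 68-5-11 / Incubation: 3-day compound exposure, then 15 min fixation at room temperature / Compound: single concentration per compound, delivered by pin transfer / Buffer or medium: DMEM plus 5-aza-dC sensitizer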
DENV2 CPE – DENV2-induced cell death inhibition; DENV2-infected cells, cytopathic effect rescue, plate reader; CPE inhibition, % at 9.99 µM; 1.7% of 350,000 active; AID 651640; in the data active = CPE inhibition above about 20%, passing the limit was not always enough; inconclusive = no clear call, values can overlap the other calls; tested in BHK-21 cells;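 also: 0% = median of neutral control wells and 100% = median of positive control wells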
CASP6 VEID inh – blocks human caspase-6 cleavage activity. 0.53% of 350,000 active. purified caspase-6, Z-VEID-R110 cleavage fluorescence. inhibition, % at 12.5 µM. P55212. AID 686996;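 active = mean inhibition across replicates at least about 35%, with every replicate also reaching that limit, limit read from the data; inconclusive = only one of the two criteria met; inactive = neither criterion met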;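 also: 0% = median of neutral control wells and 100% = no fluorescence left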
Target sequence (P55212 24-179 limits assumed): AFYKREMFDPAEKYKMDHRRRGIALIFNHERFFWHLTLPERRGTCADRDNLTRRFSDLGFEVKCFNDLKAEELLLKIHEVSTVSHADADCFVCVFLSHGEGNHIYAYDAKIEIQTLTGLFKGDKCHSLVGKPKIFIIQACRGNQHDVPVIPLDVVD
Target sequence (P55212 194-293 limits assumed): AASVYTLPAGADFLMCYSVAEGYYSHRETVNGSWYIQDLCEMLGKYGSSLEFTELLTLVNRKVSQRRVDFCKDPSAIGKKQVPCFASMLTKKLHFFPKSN
GSIS activator – primary screen for activators of insulin secretion dependent on glucose, INS-1E cells, GLuc reporter luminescence. INS-1E GLuc reporter insulin secretion, 2-3 h. activation, % at 16.6 µM. 0.61% of 370,000 active. AID 743287;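 active = lowest replicate activation of at least 40%, so every replicate reaches that level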;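 also: 0% = median of neutral control wells and 100% = median of IBMX positive control wells; some compounds called inactive have numbers as strong as hits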
RAD52 inh – inhibitors of human RAD52 DNA annealing; P43351; recombinant RAD52 DNA annealing, FRET fluorescence; inhibition, % at 18.7 µM; 0.46% of 360,000 active;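 active = every replicate showing at least 50% inhibition; inconclusive = mean inhibition at least 50% but not in every replicate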
E-selectin induc – induces E-selectin expression in human endothelial cells; P16581; HUVEC E-selectin immunofluorescence imaging; normalized: neutral wells 0, TNF-alpha wells 100; activation, % at 7.58 µM; 0.37% of 260,000 active; AID 686992;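 active = mean E-selectin-positive cell signal at least 10% of the positive control, reached in at least 60% of replicates, without over 20% cell loss; inconclusive = no rule given, readout overlaps actives, possibly toxicity-flagged; inactive = the rest, including those meeting only one limit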;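 also: in these data hits start at about 27%; measured in HUVEC primary endothelial cells; signal is the percent of cells scored E-selectin positive by PE staining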
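Test system – human umbilical vein endothelial cells (HUVEC), E-selectin induction · Input – 3,000 HUVEC seeded per well · Buffer or medium – EGM-2, gelatin · Compound dosing – single-point compound dose · Detection – immunofluorescence imaging · Measure – percent E-selectin-positive cells · Controls – TNF-alpha high, DMSO low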
F508del corr – CFTR F508del correction in bronchial cells; CFBE cells, YFP halide quenching; stimulated with forskolin plus potentiator P3; % fluorescence drop versus neutral controls; activity (quench increase), % at 7.58 µM; 0.36% of 350,000 active; AID 720511;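 active = mean added fluorescence quench of at least 8% versus neutral control, with both replicates also reaching 8%; inconclusive = only one of the mean or replicate conditions met; inactive = mean below 8% and not both replicates reaching 8%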;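 also: cells transiently co-express mutant CFTR-F508del with the halide-sensitive YFP; corrector assay measuring rescue of mutant channel to the surface after 24 h compound exposure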
RAD54 branch – RAD54 (human) branch migration inhibition; inhibition, % at 10.4 µM; RAD54 Holliday junction branch migration, FAM/BHQ fluorescence; 0.14% of 360,000 active; Q92698;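 active = mean normalized replicate activity at least 40 and at least half of replicates scoring 40 or more; inconclusive = only one of the two criteria met; inactive = mean below 40 and under half of replicates reaching 40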;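 also: 0% = median of neutral control wells and 100% = median of positive control wells; inhibitors cause a drop in the FAM fluorescence signal; in these data hits start at about 50%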
Target sequence (Q92698 whole entry, looked up): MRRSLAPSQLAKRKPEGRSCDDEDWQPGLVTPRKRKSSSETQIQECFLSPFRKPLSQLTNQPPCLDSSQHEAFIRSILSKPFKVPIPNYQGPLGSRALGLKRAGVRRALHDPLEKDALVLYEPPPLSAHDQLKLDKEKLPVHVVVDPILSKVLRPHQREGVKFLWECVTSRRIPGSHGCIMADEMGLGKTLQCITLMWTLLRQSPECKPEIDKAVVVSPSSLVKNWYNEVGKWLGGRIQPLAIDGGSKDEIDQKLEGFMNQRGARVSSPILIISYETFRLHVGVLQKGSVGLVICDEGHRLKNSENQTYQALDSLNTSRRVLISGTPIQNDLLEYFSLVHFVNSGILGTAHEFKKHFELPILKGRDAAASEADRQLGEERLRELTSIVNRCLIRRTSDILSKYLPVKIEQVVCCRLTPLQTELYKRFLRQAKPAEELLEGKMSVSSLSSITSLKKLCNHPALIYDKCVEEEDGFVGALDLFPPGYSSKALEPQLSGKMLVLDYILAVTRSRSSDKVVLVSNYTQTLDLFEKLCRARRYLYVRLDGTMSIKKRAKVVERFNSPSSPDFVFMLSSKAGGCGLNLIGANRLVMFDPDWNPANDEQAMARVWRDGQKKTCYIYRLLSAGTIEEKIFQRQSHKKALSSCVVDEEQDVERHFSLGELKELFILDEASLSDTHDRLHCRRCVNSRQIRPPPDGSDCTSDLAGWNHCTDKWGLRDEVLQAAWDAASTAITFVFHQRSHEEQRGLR
* marks the source's active call; other numbers are inactive results; u = inconclusive; x = not tested or not shown. No enrichment for hits; 3.7% or so of the library scored in one or more.

SMILES | XiGFP reactiv | DENV2 CPE | CASP6 VEID inh | GSIS activator | RAD52 inh | E-selectin induc | F508del corr | RAD54 branch
CCCCN(CC)CCNC(=O)CCC(=O)Nc1ccc2nc(N3CCN(C)CC3)cc(C)c2c1 | -0.1 | -1.1 | -26.8 | x | 81.0* | x | 2.1 | 43.6
CN(C)C(=O)c1cccc(-c2ccc([C@H]3[C@@H](CO)N4CCCCN(C(=O)C5CCCC5)C[C@@H]34)cc2)c1 | x | 4.0 | -1.3 | x | 18.0 | x | -1.8 | 7.1
O=C(Cc1ccccc1)NCC(=O)N1CCC1 | -0.1 | -2.5 | -29.1 | 10.9 | -6.4 | 0.0 | -3.3 | 1.0
COc1ccc(Cl)cc1N1C(=O)C2CCCN2C1c1cccc(F)c1 (centres undefined) | 0.2 | 3.8 | -2.1 | -1.4 | -14.5 | x | -0.1 | 1.0
CN1C[C@H]2[C@@H](c3ccccc31)[C@@H](CO)N2Cc1ccccc1Cl | 0.0 | x | x | 3.3 | -14.7 | 0.2 | -0.1 | -5.0
CN(C)C(=O)c1cc(C(=O)c2ccccc2F)c[nH]1 | 0.0 | 8.7 | 0.6 | 8.5 | -10.7 | -0.2 | 0.1 | 3.4
COc1ccccc1CC(=O)N1CCN(c2ccccc2)CC1 | 0.0 | 2.7 | 3.0 | x | 5.8 | 0.6 | -0.9 | -4.1
CC1(c2ccc(OC(F)F)cc2)NC(=O)N(CC(=O)NCCC2=CCCCC2)C1=O (centres undefined) | 0.0 | -5.2 | 1.2 | x | -8.1 | 0.3 | 1.1 | 11.4
COc1ccc(S(=O)(=O)N(C)C[C@H]2OCCCC[C@H](C)Oc3ccc(NC(=O)Nc4cccc5ccccc45)cc3C(=O)N([C@@H](C)CO)C[C@H]2C)cc1 | 0.1 | -5.7 | 1.1 | 10.2 | 22.8 | 0.9 | -0.1 | -13.5
CCC1CCCCN1C(=O)c1cccc(S(=O)(=O)Nc2cc(C(F)(F)F)ccc2Cl)c1 (centres undefined) | -0.1 | 3.7 | 3.4 | x | -7.8 | 0.0 | x | 1.3
O=C(NCC1CCCN(Cc2ccc3nonc3c2)C1)c1cccc(C(F)(F)F)c1 (centres undefined) | 0.0 | -4.2 | 1.3 | -17.2 | -53.9 | x | 4.1 | x
O=C(COC(=O)CNC(=O)c1ccc(Cl)cc1Cl)Nc1cccc(S(=O)(=O)N2CCCC2)c1 | 0.2 | -0.7 | -1.9 | 10.7 | -45.9 | 0.4 | -1.2 | -3.3
COc1ccccc1Cc1c(-c2ccccc2)nc2ccc(Cl)cn12 | 0.9 | 7.9 | 18.4 | x | -9.6 | x | -0.5 | -8.7
CC12CCC(=O)N1C(C(=O)NNC(=O)c1cccc(Cl)c1)CS2 (centres undefined) | 0.0 | -0.3 | -0.6 | 8.5 | -4.2 | -0.2 | 3.4 | -1.4
Cn1cc(S(=O)(=O)N2CCN(c3ccccc3)CC2)c(=O)n(C)c1=O | 0.2 | -0.4 | 2.1 | 0.6 | -18.7 | 0.7 | -1.5 | -13.4
CCOC(=O)c1ccc(NC(=S)N(Cc2cccnc2)Cc2ccco2)cc1 | -0.1 | -3.6 | -6.5 | 0.3 | -15.8 | 4.2 | -0.6 | -6.8
Cc1ccc(S(=O)(=O)N(C)CCCC(=O)Nc2ccccn2)cc1 | 0.0 | 2.5 | 2.4 | 3.3 | -7.2 | 0.4 | 4.1 | 6.0
Cc1ccc(N(Cc2cc3ccc(C)cc3[nH]c2=O)S(C)(=O)=O)c(C)c1 | 0.2 | 5.3 | 2.3 | -1.6 | -6.2 | -0.1 | 2.0 | 1.8
CCOc1ccc(NC(=O)CN2CC(c3ccccc3)CC2=O)cc1 (centres undefined) | 0.3 | -3.3 | -0.4 | -1.8 | -4.5 | 0.1 | -0.4 | -7.6
O=S(=O)(c1ccccc1Br)N(Cc1ccccc1)CC(O)COCc1ccccc1 (centres undefined) | -0.1 | -3.0 | -1.2 | -29.0 | -2.1 | -0.6 | 3.6 | 2.7
C=CCNCc1cccn1-c1ccccc1 | x | x | -7.2 | -6.0 | -4.0 | x | x | -4.9
Cc1ccc(Nc2cc(C)nc3ccccc23)c(C)c1 | 0.6 | 5.2 | -0.8 | 9.7 | -1.9 | 6.2 | 4.8 | x
CCc1nnc(NC(=O)CN2CCN(Cc3ccc(C)cc3)CC2)s1 | 0.0 | 3.4 | 0.8 | -0.5 | -16.2 | x | -0.3 | -0.2
CC(=O)C1=C(O)C(=O)N(CCCn2ccnc2)C1c1ccc(C)cc1 (centres undefined) | x | 4.5 | -2.0 | 8.7 | -5.6 | x | x | 6.9
CCS(=O)(=O)Nc1ccc2c(c1)C(=O)N(C)C[C@H](OC)[C@H](C)CN(C(=O)C1CC1)[C@H](C)CO2 | -0.3 | -1.3 | -2.5 | 16.6 | 5.7 | -0.2 | 0.2 | -13.4

Next part:
SMILES | XiGFP reactiv | DENV2 CPE | CASP6 VEID inh | GSIS activator | RAD52 inh | E-selectin induc | F508del corr | RAD54 branch
O=C(C[C@@H]1CC[C@@H]2[C@H](COC[C@H](O)CN2S(=O)(=O)c2ccc(Cl)cc2)O1)NCC1CCCCC1 | 0.0 | -1.6 | -2.6 | -10.0 | 16.8 | -0.1 | -3.4 | -6.5
Clc1cccc(CSc2ncnc3c2ncn3C2CCCCO2)c1 (centres undefined) | 0.2 | 0.4 | 1.6 | -0.6 | 8.0 | -0.3 | -2.7 | -7.2
CC(=O)Nc1cccc(NC(=O)/C=C/c2ccc(S(=O)(=O)N3CCOCC3)cc2)c1 | 0.4 | 4.1 | 2.2 | -3.5 | -8.8 | 0.5 | 2.8 | x
O=S1(=O)CC(N2CCN(Cc3ccccc3F)CC2)CN1Cc1cn(Cc2ccc(C(F)(F)F)cc2)nn1 (centres undefined) | 0.2 | 2.7 | -0.8 | -20.3 | -0.2 | -0.4 | -3.9 | x
O=S(=O)(CCN1CCN(c2ccccc2O)CC1)c1ccc(Cl)cc1 | -0.1 | -1.4 | -5.9 | x | -15.5 | -0.5 | 2.2 | 6.5
CC1(C(=O)NS(=O)(=O)c2ccccc2)CCN1C(=O)CCc1ccc(Cl)cc1Cl (centres undefined) | 0.4 | 12.5 | -1.0 | 13.8 | -17.6 | 0.6 | 0.8 | -6.5
COc1ccc(-n2c(Cc3cccn3C)nnc2SCC(=O)Nc2nccs2)cc1 | 0.1 | -1.9 | 3.5 | -10.7 | -50.4 | 0.5 | -2.1 | 10.9
C[C@@H]1CN([C@H](C)CO)C(=O)c2cc(-c3ccncc3)cnc2O[C@H]1CN(C)C(=O)Cc1cccnc1 | -0.1 | -1.1 | -2.1 | 3.6 | 8.2 | 0.4 | -0.5 | -8.9
CCOc1ccc(CCNC(=O)c2ccc(NC3=NC4CS(=O)(=O)CC4S3)cc2)cc1 (centres undefined) | 0.1 | -1.5 | 3.7 | -4.0 | -11.7 | -0.3 | 1.5 | 1.1
COc1ccc(-n2c(=O)c(CCC(=O)N3CCN(c4ccccc4O)CC3)nc3ccccc32)cc1 | -0.2 | -2.6 | 3.2 | -33.7 | -0.8 | -2.9 | -1.6 | x
CCCC(=O)Nc1ccc(S(=O)(=O)Nc2nccs2)cc1 | 0.1 | u | -0.5 | -2.9 | -21.3 | 0.0 | -0.7 | x
COc1ccccc1-n1cc(C(=O)NCC(=O)NCc2ccc(F)cc2)c2ccccc2c1=O | 0.1 | 10.0 | 0.8 | -13.4 | -2.9 | x | -2.6 | x
O=C(C[C@@H]1C=C[C@@H](NC(=O)c2ccccc2)[C@@H](CO)O1)NCc1ccc(Oc2ccccc2)cc1 | -0.6 | 2.6 | 0.9 | -4.0 | 4.5 | 0.6 | -3.3 | 7.1
COc1cc(OC)c(CN2CCCCCCC2)cc1Br | x | x | -4.4 | 9.1 | -15.3 | x | 2.2 | 2.9
CCC1CCc2c(sc(NC(=O)C3CC=CCC3C(=O)O)c2C#N)C1 (centres undefined) | 0.0 | 9.5 | 30.9 | -27.7 | -13.1 | -0.7 | x | x
C[C@@H]1CCCCO[C@H](CN(C)C(=O)Nc2ccc3c(c2)OCO3)[C@@H](C)CN([C@@H](C)CO)C(=O)c2cc(NS(=O)(=O)c3cccs3)ccc2O1 | -0.1 | 1.8 | 1.2 | -9.1 | -39.4 | -0.3 | 2.5 | -8.0
C[C@@H]1CN([C@@H](C)CO)C(=O)Cc2cc(NC(=O)C3CC3)ccc2O[C@H]1CN(C)S(=O)(=O)c1ccccc1 | -0.8 | 33.6* | 3.3 | 18.5 | 0.6 | x | -0.9 | -2.6
CCCC(=O)c1c[nH]c(C(=O)NCc2cccnc2)c1 | 0.1 | x | -2.6 | 14.2 | -14.6 | -0.7 | -0.5 | x
COc1ccc(S(=O)(=O)N2CCN(C(=O)CSC(=S)N3CCCC3)CC2)cc1 | 0.3 | -5.6 | -1.9 | -11.3 | -24.9 | 1.3 | -1.3 | 4.0
O=C(c1ccco1)N1CCCN(Cc2nc(Cc3ccccc3)no2)CC1 | -0.1 | 5.7 | -2.9 | 0.9 | -9.3 | 0.4 | 1.1 | -2.1
O=C(CC(F)(F)F)N1C[C@@H]2[C@H](c3ccccc31)[C@H](CO)N2C(=O)CN1CCOCC1 | 0.0 | 9.5 | 3.2 | 3.1 | -15.6 | 0.6 | 0.4 | 9.0
O=C(CN1C(=O)c2ccccc2C1=O)Nc1ccccc1C(F)(F)F | 0.0 | 3.6 | -1.0 | 13.4 | -1.3 | x | 0.9 | 10.6
CN(C)C(=O)c1nc2ccc(Cl)cn2c1CNCc1cccc(OC(F)(F)F)c1 | -0.1 | 14.3 | -1.3 | -27.2 | -26.5 | -0.1 | 0.3 | 4.6
CCCc1cc(=O)[nH]c(SCC(=O)N2CCCCCC2)n1 | 0.1 | 2.2 | 1.9 | -1.5 | -8.5 | x | 0.0 | -9.9
CN1N=C(C(=O)N2CCCC(N3CCN(c4ccc(F)cc4)CC3)C2)CCC1=O (centres undefined) | 0.0 | 14.4 | -3.6 | 23.1 | -14.6 | 0.5 | 1.3 | -6.8
O=C1CCCC(O)=C1N=Nc1ccc2c(c1)OCO2 | 0.0 | 7.5 | 8.9 | -16.4 | -26.9 | x | x | 6.3
C[C@@H]1CCCCO[C@H](CN(C)C)[C@H](C)CN([C@@H](C)CO)C(=O)c2cc(NS(C)(=O)=O)ccc2O1 | 0.1 | x | x | 15.1 | x | -0.3 | -0.3 | x
Cc1ccc(S(=O)(=O)N(C)C[C@H]2Oc3ccc(NS(=O)(=O)c4ccc(Cl)cc4)cc3C(=O)N([C@H](C)CO)C[C@H]2C)cc1 | 0.1 | 6.5 | 0.8 | -3.4 | -3.3 | -1.7 | 1.8 | x
Cc1[nH]c(C)c(S(=O)(=O)N2CCCCC2)c1C(=O)N1CCCCC1 | 0.0 | -8.1 | -0.5 | 4.5 | -1.1 | x | -1.8 | -6.1
NCCC(=O)NC[C@H]1O[C@@H](n2cnc3c(N)ncnc32)[C@H](O)[C@@H]1O | -0.3 | -7.1 | 2.7 | 7.6 | -31.4 | -0.5 | -0.9 | -13.8

High-throughput results as filed in PubChem BioAssay.
